# Rpn11 block: blocks the human proteasome subunit Rpn11 | O00487 | human 26S proteasome, Ub4-pepOG fluorescence polarization; 20S core pre-blocked with epoxomicin | calls only at 20 µM | actives 0.59% (n = 360,000);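 active = inhibition at 20 µM, scaled to each plate's controls, above about 33%, limit read from the data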
# NadD inh: NadD (S. aureus) enzyme inhibition; inhibition, % at 20 µM; purified NadD enzyme, colorimetric absorbance read-out; AID 602399; actives 0.78% (n = 360,000); in the data active = inhibition above about 26%; note: some compounds past the cut are filed as inactive
# SKN-1 inh: C. elegans SKN-1 inhibition; C. elegans VP596 Pgst-4::GFP/RFP ratio, acrylamide-induced, 24 h; inhibition, % at 21.8 µM; actives 0.49% (n = 360,000);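 active = interference check ratio from 0.5 to 1.5 plus GFP to RFP signal ratio inhibition reaching or exceeding a fixed threshold, cut at about 30% in these data, passing the limit was not always enough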; note: some compounds called inactive have numbers as strong as hits
# Neddyl block: blocks human cullin neddylation; P61081+Q13564; TR-FRET cullin neddylation, biochemical; calls only at 25 µM; actives 0.58% (n = 360,000); in the data active = inhibition above about 36%
# MLLE-PAM2 inh: inhibitors of microRNA-mediated deadenylation, human PABP1 MLLE binding; P11940; GST-MLLE / FITC-PAM2 fluorescence polarization; inhibition, % at 20 µM; actives 0.36% (n = 360,000); AID 588489; in the data active = inhibition above about 35%, passing the limit was not always enough;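 note: plate controls were DMSO wells with GST-MLLE for no effect and wells lacking GST-MLLE protein for full effect; some results filed as inactive read as strong as hits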
# Target sequence (P11940 whole entry, looked up): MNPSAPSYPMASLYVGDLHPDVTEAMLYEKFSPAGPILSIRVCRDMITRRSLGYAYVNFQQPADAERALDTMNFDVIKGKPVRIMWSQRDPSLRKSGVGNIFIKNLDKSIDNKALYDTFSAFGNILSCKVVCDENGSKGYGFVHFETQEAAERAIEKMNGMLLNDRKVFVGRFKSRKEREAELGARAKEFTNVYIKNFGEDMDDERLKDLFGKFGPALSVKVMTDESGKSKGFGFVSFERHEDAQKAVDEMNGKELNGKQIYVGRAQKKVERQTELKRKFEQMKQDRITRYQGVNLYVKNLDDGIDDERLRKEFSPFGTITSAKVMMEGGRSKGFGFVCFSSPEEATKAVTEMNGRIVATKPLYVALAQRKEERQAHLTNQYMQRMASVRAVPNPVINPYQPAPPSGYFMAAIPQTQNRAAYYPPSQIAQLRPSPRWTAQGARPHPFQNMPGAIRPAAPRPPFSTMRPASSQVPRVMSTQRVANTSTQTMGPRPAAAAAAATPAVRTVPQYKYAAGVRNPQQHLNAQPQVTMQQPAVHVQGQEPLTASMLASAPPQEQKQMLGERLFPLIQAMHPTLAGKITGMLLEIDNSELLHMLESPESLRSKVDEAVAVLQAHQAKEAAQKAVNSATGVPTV
# Rin1-Abl PPI inh: human Rin1-Abl interaction inhibition; TR-FRET Rin1/Abl binding, biochemical; inhibition, % at 7.35 µM; actives 0.4% (n = 360,000); AID 588664; in the data active = inhibition above about 5%, passing the limit was not always enough
# FAS TE block: FAS thioesterase (human) inhibition | recombinant FAS-TE, OMFH fluorogenic substrate, fluorescence endpoint | P49327 | AID 602261 | actives 0.67% (n = 360,000) | inhibition, % at 15 µM;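 active = compounds whose normalised, plate-corrected inhibition of enzyme fluorescence in the single-dose primary screen is 50% or more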;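 note: 0% = DMSO with enzyme and 100% = substrate without enzyme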
# CSN deneddyl inh: CSN deneddylation inhibition; Q92905; actives 0.38% (n = 360,000); Purified CSN, SCF-Nedd8-OG deneddylation, fluorescence polarization; inhibition, % at 12.5 µM;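 active = pattern-corrected inhibition above about 35%, with an unprinted fluorescence ratio check between 0.5 and 1.5, limit read from the data, passing the limit was not always enough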;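 note: 0% = enzyme with substrate and 100% = substrate without enzyme; some results filed as inactive read as strong as hits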
# Target sequence (Q92905 whole entry, looked up, one chain of several): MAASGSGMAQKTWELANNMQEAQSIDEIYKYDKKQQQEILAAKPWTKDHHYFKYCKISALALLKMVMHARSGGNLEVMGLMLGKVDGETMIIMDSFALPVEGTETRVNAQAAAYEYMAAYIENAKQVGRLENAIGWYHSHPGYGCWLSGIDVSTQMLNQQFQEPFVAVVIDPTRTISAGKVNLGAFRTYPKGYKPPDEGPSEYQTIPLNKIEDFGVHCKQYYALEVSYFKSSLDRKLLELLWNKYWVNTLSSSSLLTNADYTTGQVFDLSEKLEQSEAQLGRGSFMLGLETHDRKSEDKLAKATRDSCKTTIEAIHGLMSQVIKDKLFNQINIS
#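 Assay system: purified human Csn5 enzyme expressed in HEK293T cells; Input: 0.24 nM Csn5 enzyme, final concentration; Reagent: 10 nM SCFSkp2-Nedd8OG; Compound dosing: 12.5 µM single point; Times: reaction 90 min, room temperature; Technique: fluorescence polarization readout.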
# MT1-MMP act inh: inhibitors of human MT1-MMP activation; HT1080 RFP-PRO-GFP cells, GFP/RFP ratio fluorescence, overnight; percent of plate control window, DMSO zero; actives 0.061% (n = 360,000); P50281; GFP/RFP ratio change, % at 20 µM;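 active = GFP/RFP ratio change of at least 30% with cell ATP level not reduced by more than half and red fluorescence within 50% of control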; note: strong numbers were not always called active
#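 Test system: HT1080 cells expressing an RFP-PRO-GFP fluorescent reporter construct / Compound dosing: single-point 20 µM compound, 1% DMSO / Schedule: cells overnight before dosing, compound overnight, 37 °C, 5% CO2 / Evaluation: GFP/RFP fluorescence ratio / Control set: DMSO and RFP-L50D-GFP cell wells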
# An asterisk follows results filed as active; i = inactive; x = no result given.
SMILES,Rpn11 block,NadD inh,SKN-1 inh,Neddyl block,MLLE-PAM2 inh,Rin1-Abl PPI inh,FAS TE block,CSN deneddyl inh,MT1-MMP act inh
CCN(CC)CCNC(=S)Nc1ccc2nc(N3CCCC3)cc(C)c2c1,i,2.3,-1.6,i,-1.4,-7.7,-0.6,4.2,5.9
Cc1sc2ncn(CC(=O)NCCCN3CC(C)CC(C)C3)c(=O)c2c1S(=O)(=O)N1CC(C)CC(C)C1 (stereo not given),i,-17.1,-5.5,i,-15.2,-2.4,3.9,4.1,-2.3
CC(C)OC(=O)c1nn2c(C(F)(F)F)cc(-c3ccc(Br)o3)nc2c1Br,i,2.7,13.8,i,26.4,1.9,-4.2,-0.1,-95.3
CCCCCSc1nnc(C)c(=O)[nH]1,i,-0.6,3.3,i,-15.9,-1.3,-8.4,-0.8,1.7
CCOc1ccc(/C=C2\CCC(C3CCCC3)C2=O)cc1 (stereo not given),i,4.6,2.7,i,-8.1,1.0,2.5,-4.4,-2.7
CCOc1ccc(S(=O)(=O)Nc2cccc(OC)c2)cc1,i,-7.3,95.3,i,-3.1,-1.6,0.3,-1.0,-0.9
COCCNC(=O)Cn1cnc([N+](=O)[O-])n1,i,2.6,-2.0,i,-9.1,1.4,-6.5,-0.1,-2.9
COc1ccccc1CNC(=S)NCCc1ccccc1,i,8.4,-13.2,i,-40.3,-1.1,11.8,2.7,2.4
Cc1[nH]n2cnnc2c(=O)c1Br,i,-6.5,3.7,i,6.9,1.1,-4.6,-3.3,0.3
Cc1cc(NC(=O)CSCC(=O)Nc2ccccc2Oc2ccccc2)no1,i,-6.1,2.4,i,-7.9,-0.4,2.0,-0.1,2.0
Cn1c(=O)[nH]c(=O)c2c1nc(NC1CCCCC1)n2Cc1ccccc1,i,5.9,-7.2,i,5.0,-1.1,0.8,-3.6,-5.4
Nc1nonc1-n1nnc(C(=O)N/N=C/c2ccccc2F)c1-c1cccs1,i,4.3,-8.0,i,-5.6,-1.0,3.2,1.9,-6.5
CCOC(=O)N1CCN(C(=O)C2CCCN(c3ncnc4c3sc3cccc(F)c34)C2)CC1 (stereo not given),i,-0.4,19.4,i,8.9,6.6*,5.5,-2.1,-1.0
CCOCCn1c(=O)c2c(nc3n2CC(C)CN3CCc2ccccc2)n(C)c1=O (stereo not given),i,-4.0,14.8,i,-22.7,5.0,-1.7,-2.4,0.4
CCOC(=O)[C@]12CCCC=C1N(CCC1=CCCCC1)C(=O)[C@H](CC(=O)NCC13CC4CC(CC(C4)C1)C3)C2,x,x,-0.6,i,x,x,x,-0.9,-22.4
CSc1cccc(NC(=S)NC(=O)c2cccnc2)c1,i,5.7,12.9,i,36.9,1.9,2.9,-5.1,1.4
CC1CCN(C(=O)COC(=O)CCC(=O)c2cccs2)CC1,i,-2.5,22.7,i,3.6,-0.7,-5.2,4.2,0.3
Cc1ccc(CNC(=O)CSc2nc3ccccc3c(=O)n2CCCO)cc1,i,3.8,3.5,i,32.9,5.9,-2.6,-0.8,-0.3
C#CCn1c(=NC(=O)c2ccccc2[N+](=O)[O-])sc2cc(S(C)(=O)=O)ccc21,i,0.9,-2.5,i,-3.7,0.2,-10.0,-6.0,1.3
Cc1ccccc1C(=O)N/N=C/c1ccc([N+](=O)[O-])s1,i,-5.7,7.3,i,-10.2,-0.3,-5.6,2.2,-9.7
CC(=O)c1c(C)[nH]c(C(=O)Nc2cccc3ccccc23)c1C,i,-12.0,7.4,i,-7.9,0.5,-1.9,-2.2,0.2
Nc1[nH]c(C(=O)c2ccccc2)c(-c2ccc(Br)cc2)c1C(=O)NCCc1c[nH]c2ccccc12,x,26.5,0.4,i,x,x,32.8,2.2,1.8
Cc1ccc(S(=O)(=O)Nc2ccc3[nH]ccc3c2)cc1,i,-5.4,14.4,i,-6.5,-0.8,-2.6,0.0,-2.1
CCc1c(C)sc(NC(=O)CSc2nc3c(c(C(F)(F)F)n2)CCc2ccccc2-3)c1C#N,i,-2.2,-10.4,i,21.1,-1.8,-3.6,0.0,-1.8
C=CCNC(=O)CCC(=O)NNc1nc2ccccc2c2nc(-c3ccccc3)nn12,i,5.7,-1.8,i,1.5,4.7,-0.5,-2.2,10.1
CCCCC(=NCCO)C1=C(O)C(C(=O)OC)C(C)(C)CC1=O (stereo not given),i,-2.7,10.1,i,2.4,1.6,-4.3,1.9,1.9
CC(C)(C)NC(=O)NC(=O)COC(=O)C1CC(=O)N(Cc2ccccc2)C1 (stereo not given),i,-4.5,-25.8,i,3.5,1.9,-11.1,-4.6,-0.6
CCC(=O)N1CCCC(C)(C(=O)Nc2ccc(OC)c(F)c2)C1 (stereo not given),i,0.6,8.9,i,-5.8,-4.0,-6.7,-3.2,1.9
Cc1cc2c(c(=O)n1Cc1ccc3c(c1)OCO3)C(c1cccnc1)C(C#N)=C(N)O2 (stereo not given),i,1.2,3.9,i,-12.5,-2.2,2.9,8.4,3.8
O=C(CSc1ncnc2nc[nH]c12)Nc1ccc(Br)cc1Cl,i,-1.9,-0.5,i,-2.6,-1.6,-16.8,-1.3,-1.6
Cc1ccc2[nH]c3c(=O)[nH]ncc3c2c1,i,-1.5,24.8,i,2.2,-0.8,-1.4,4.4,-4.9
Cc1ccc(NC(=O)CN2C(=O)NC3(CCCCC3C)C2=O)cc1S(=O)(=O)N1CCCCC1 (stereo not given),i,-4.5,15.7,i,-18.0,1.8,1.1,3.5,15.7
C/C(N)=C(/C#N)C(=O)COC(=O)C1CCC(C(C)(C)C)CC1 (stereo not given),i,-4.4,-2.1,i,-1.0,-2.1,35.9,116.8*,0.0
NC(=O)CNC(=O)C1CCN(S(=O)(=O)c2ccc(-n3cnnn3)cc2)CC1,i,2.1,-12.5,i,8.8,0.8,-4.9,6.0,0.9
Nc1cc(C(=O)OCC(=O)NCCC2=CCCCC2)ccc1Cl,i,8.4,10.3,i,-1.5,2.4,8.1,-0.3,5.4
CCCOc1ccc(N2C(=O)CC(N(Cc3ccco3)C(=O)CC)C2=O)cc1 (stereo not given),i,-3.9,6.3,i,1.6,-1.3,-3.9,-3.4,-2.3
CCOC(=O)C1=C(C)N(c2nonc2NC(C)=O)C(N)=C(C#N)C1c1ccccc1F (stereo not given),i,-1.5,-15.3,i,-0.5,-5.9,2.6,3.4,3.4
C=CCN(CC=C)CCOc1ccccc1[N+](=O)[O-],i,-0.7,4.0,i,4.8,4.6,-3.8,6.4,0.2
CCCC1OC2CC3C4CCC5=CC(=O)C=CC5(C)C4C(O)CC3(C)C2(C(=O)O)O1 (stereo not given),i,0.6,4.1,i,-0.1,-0.9,-3.8,-0.2,-3.3
CC(C)CC(/C(O)=C(\C#N)c1nc2ccccc2[nH]1)N1C(=O)c2ccccc2C1=O (stereo not given),i,7.0,-6.4,i,-8.3,0.1,14.7,-1.6,-60.0
COc1ccc(-c2ccc(-c3noc(-c4ccccc4C)n3)c(OC)n2)cc1,i,11.2,9.6,i,-21.7,-0.6,17.9,3.3,0.8
CNC(=O)c1c(NC(=O)CS(=O)(=O)c2ccc(F)cc2)sc(C)c1C,i,-0.3,-5.5,i,-1.0,0.2,-4.7,2.4,1.7
C[C@@H]1CN([C@@H](C)CO)C(=O)CCCn2nncc2CO[C@H]1CN(C)C(=O)c1ccccc1,i,-1.5,-6.0,i,4.9,-2.0,-8.5,-1.8,-0.7
O=C(Cc1ccc([N+](=O)[O-])cc1)Nc1cccc(C(=O)N2CCCCC2)c1,i,-1.2,-0.8,i,-2.9,3.4,14.9,-2.4,1.6
O=C(c1cccs1)N1CCN(Cc2ccc3c(c2)OCO3)CC1,i,1.0,11.0,i,-7.0,2.0,-4.1,1.5,-2.6
Cc1ccc(S(=O)(=O)N2CCC(C(=O)OC(C)C(=O)NCc3ccc4c(c3)OCO4)CC2)cc1 (stereo not given),i,-3.5,10.0,i,-5.8,-1.5,5.3,3.7,2.5
O=C(OCC(CO)OC(CO)n1ccc(=O)[nH]c1=O)c1ccccc1 (stereo not given),i,1.1,-1.0,i,6.6,-1.1,-2.2,0.8,1.7
CCCCn1cnc2c(c(CC#N)nn2-c2ccccc2)c1=N,i,-2.8,-4.9,i,-11.0,1.4,-2.4,8.3,8.2
O=C(NC1CCCCCC1)C1CC(=O)N(Cc2ccccc2)C1 (stereo not given),i,-3.4,17.6,i,-84.2,2.6,0.3,-0.8,2.2
O=C(Cn1c2ccc(F)cc2c2nc3n(c(=O)c21)CCS3)Nc1ccc(Cl)cc1F,i,0.7,4.6,i,-7.9,-8.8,3.0,-2.1,0.5
# More results follow:
SMILES,Rpn11 block,NadD inh,SKN-1 inh,Neddyl block,MLLE-PAM2 inh,Rin1-Abl PPI inh,FAS TE block,CSN deneddyl inh,MT1-MMP act inh
CCSCc1nnc(SCC(=O)Nc2nccs2)n1CC,i,-1.2,-1.5,i,-1.0,-2.0,-6.2,2.7,0.4
Cc1occc1C(=O)NCc1ccccn1,i,-4.4,2.0,i,-0.5,2.0,-10.3,1.8,0.0
Oc1ccc(Cl)cc1CNCC1CCCO1 (stereo not given),i,2.7,2.2,i,9.1,-4.2,-5.9,-0.1,2.0
C/C(=N\OCC(=O)Nc1ccc2c(c1)OCCO2)c1ccc2c(c1)OCCO2,i,-4.4,-3.9,i,2.9,0.8,-3.3,0.3,8.1
CC(C)(C)C(=O)NCCn1ccc2ccccc21,i,-4.6,22.3,i,5.2,3.2,-1.7,1.8,0.6
Cc1cccc(OCCOC(=O)CN2C(=O)NC3(CCCC3)C2=O)c1,i,1.1,10.9,i,-4.0,-0.3,-7.5,-4.9,6.0
O=C(CC1CCCC1)OCn1nnc2ccccc2c1=O,i,-3.9,14.1,i,3.3,0.1,12.8,0.9,-1.8
Cc1ccc2nc(NC(=S)NC(=O)c3ccco3)sc2c1,i,13.9,5.8,i,22.9,-1.8,-3.7,2.6,-1.3
Cc1ccccc1/C=C1\C(=O)Nc2ccc(F)cc21,i,1.2,4.7,i,5.0,3.8,11.0,-0.6,4.7
O=C(/C=C/c1ccco1)Nc1ccccn1,i,-1.6,11.0,i,-8.1,-4.3,-8.4,-1.9,2.0
COc1ccc(OC)c(-c2csc(NC(=O)CSCC(=O)Nc3cc(C)on3)n2)c1,i,-1.5,5.4,i,7.5,-0.4,-2.9,-2.8,0.5
CN1C(=O)C(CC(=O)N2CCN(C(c3ccccc3)c3ccccc3)CC2)N(C)C1=O (stereo not given),i,-5.2,-15.3,i,7.3,-1.5,-2.4,-2.2,-11.7
